# HttQ103 aggreg = qHTS Multiplex Assay to Identify Dual Action Probes in a Cell Model of Huntington: Aggregate Formation (GFP); Potency, µM (series often up to 46.1 µM), for inactives: top-dose activity change, negative = inhibition, actives largely listed as inhibitors; AID 1688, 2009; PC12 HttQ103-GFP aggregates, Acumen cytometry, 40 h; 1.1% of 220,000 active; also: potency is read from the fitted curve at half-maximal effect; % is scaled to controls: 0 for no effect and ±100 for the full control effect; nearly all actives have a fitted effect of over 60% in size
#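 PC12 cells with ecdysone-inducible HTT exon1 Q103-GFP, induced by 100 nM tebufenozide, given compounds in a concentration series. GFP aggregates (1–25 um, 6 SD above background) counted in lysates by laser-scanning cytometry, 488 nm excitation.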
# Luc counter = Counterscreen for Luciferase (Kinase-Glo TM) Inhibition; Luciferin 4-monooxygenase (Photuris pensylvanica), Q27757; Kinase-Glo luciferase, ATP luminescence, 8 min; Potency, µM (titrated, usually from 38.3 µM), for inactives: at the highest dose activity change, negative = inhibition, hits mostly inhibitors; 0.28% of 200,000 active; also: potency is read from the fitted curve at half-maximal effect; % is scaled to controls: 0 for no effect and ±100 for the full control effect; nearly all actives have a fitted effect of over 60% in size
#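 Luminescence was the read-out, taken after 8-minute incubation at ambient temperature. Luciferase turned over luciferin with 10 uM ATP in imidazole pH 7.2 buffer containing KCl, MgCl2, Tween 20 and BSA.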
# SMN2 splice enh = qHTS Assay for Enhancers of SMN2 Splice Variant Expression; HEK293 SMN2-luciferase splicing reporter, luminescence, 30-36 h; Potency, µM (highest dose often 46.1 µM), for the others: at the highest dose activity change, positive = activation, actives largely listed as activators; 2.8% of 210,000 active; AID 1458, 2008; also: potency is read from the fitted curve at half-maximal effect; % of control where 0% means no effect; nearly all actives have a fitted effect of over 55% in size
#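 HEK293 cells carry an SMN2 minigene-luciferase reporter in which exon 7 inclusion puts luciferase in frame. Cells were seeded at 2000 cells/well, attached for 10-12 hours, then exposed to compounds for 30-36 hours at 37C before ONE-Glo luminescence.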
# IMPase Li inh = qHTS Assay for Identifying the Cell-Membrane Permeable IMPase Inhibitors: Potentiation with Lithium. CHO-M1 cells, IP1 TR-FRET (IP-One), carbachol + lithium. Potency, µM (top dose mostly 59.4 µM), for inactives: at the highest dose activity, negative = IMPase inhibition, hits mostly inhibitors. 0.35% of 210,000 active;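 also: IP1 builds up when IMPase is blocked and the TR-FRET signal falls; potency is read from the fitted curve at half-maximal effect; plate controls were basal vehicle for no effect and high inhibitor control for full effect; nearly all actives have a fitted effect of over 50% in size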
#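 Lithium-sensitised IP1 accumulation assay; M1-expressing CHO cells treated 30 min at 37C with compound. Competitive antibody detection by time-resolved FRET followed a 10 min room-temperature lysis step.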
# HTT cytoprotect = qHTS Multiplex Assay to Identify Dual Action Probes in a Cell Model of Huntington: Cytoprotection (ATP) | AID 1471, 2008 | PC12 HTT-Q103 induced, cytoprotection, ATP luminescence, 40 h | Potency, µM (series often up to 56.4 µM), inactives show cytoprotection (ATP increase), usual class: activators | 0.14% of 230,000 active;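 also: potency is read from the fitted curve at half-maximal effect; % of control where 0% means no effect; nearly all actives have a fitted effect of over 45% in size; toxic huntingtin expression switched on by the ecdysone agonist tebufenozide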
#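 Stable PC12 Q103-GFP cells in serum-supplemented, phenol red-free DMEM; induction by tebufenozide at 100 nM final; compound dose series; cell viability quantified luminescently from ATP.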
# CBFb-RUNX1 inh = qHTS Assay for Compounds Blocking the Interaction Between CBF-beta and RUNX1 for the Treatment of Acute Myeloid Leukemia; Runt-related transcription factor 1 (Homo sapiens) + Core-binding factor subunit beta …; AlphaScreen CBFb-His/RUNX1-biotin binding, biochemical; Potency, µM (titrated, usually from 59.8 µM), inactives show top-dose activity, negative = inhibition, hits mostly inhibitors; 230,000 tested, under 10 active; AID 1477, 2009; also: % of control where 0% means no effect
# Target sequence (Q01196 whole entry, looked up): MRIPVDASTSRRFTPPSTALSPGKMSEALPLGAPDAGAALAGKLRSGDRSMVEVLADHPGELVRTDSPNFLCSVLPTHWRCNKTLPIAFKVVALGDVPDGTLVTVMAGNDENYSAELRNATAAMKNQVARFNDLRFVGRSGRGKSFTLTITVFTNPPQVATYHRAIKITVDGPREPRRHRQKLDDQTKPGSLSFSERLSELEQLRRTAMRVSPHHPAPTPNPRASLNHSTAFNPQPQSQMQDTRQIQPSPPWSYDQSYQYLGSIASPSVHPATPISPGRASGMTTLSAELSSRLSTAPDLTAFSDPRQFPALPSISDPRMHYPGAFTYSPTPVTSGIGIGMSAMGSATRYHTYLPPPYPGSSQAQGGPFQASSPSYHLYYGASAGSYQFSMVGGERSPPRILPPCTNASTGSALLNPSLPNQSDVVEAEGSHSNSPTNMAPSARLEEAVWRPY
# Target sequence (Q13951 whole entry, looked up): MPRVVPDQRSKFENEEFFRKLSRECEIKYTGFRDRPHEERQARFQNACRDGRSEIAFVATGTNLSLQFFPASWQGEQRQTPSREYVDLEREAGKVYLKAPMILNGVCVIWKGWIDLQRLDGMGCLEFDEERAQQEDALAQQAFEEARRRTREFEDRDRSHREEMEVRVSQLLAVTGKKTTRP
#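 AlphaScreen binding: CBFb-His and RUNX1-biotin (30 nM each) preincubated 20 min, compound added for 15 min, then nickel and streptavidin beads for 90 min, all at room temperature. Disruption of the interaction by any mechanism counts as activity.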
# LMNA splice mod = qHTS Assay for Modulators of Lamin A Splicing; HeLa LMNA splicing GFP/RFP minigene ratio, 48 h; Potency, µM (titrated, usually from 46.1 µM), for inactives: at the top dose ratio change, negative = inhibition, most hits filed as inhibitors; 0.01% of 200,000 active; active = well fitted inhibition curve with a large enough effect in the signal ratio, with a control signal flat, not every such curve was filed as active; inconclusive = small, poorly fitted or top-dose-only effect, or effect the other way, or a change in a side signal; the % refers to the signal ratio; also: potency is read from the fitted curve at half-maximal effect; % is scaled to controls: 0 for no effect and ±100 for the full control effect
#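 S3 HeLa stable clones carrying a lamin A-EGFP splicing minigene plus DsRed2 were seeded at 600 cells/well in Opti-MEM with 2% FBS, pin-dosed and incubated 48 h at 37°C. Acumen cytometry (488 nm) gave the GFP/RFP total-intensity ratio.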
# Numbers without * were called inactive; ? = inconclusive; · = not tested or not shown; & = joins results of further samples; [ ] = remark or other dose. Unless noted, calls follow the shape of the dose curve; as a rule, active = well fitted curve in the direction sought with a large enough effect; inconclusive = small, poorly fitted or top-dose-only effect, or another doubt; inactive = no such curve, though single readings can be large; an effect the other way counts as inactive or inconclusive.
SMILES,HttQ103 aggreg,Luc counter,SMN2 splice enh,IMPase Li inh,HTT cytoprotect,CBFb-RUNX1 inh,LMNA splice mod
CC(=O)c1ccc(NCC2COc3ccccc3O2)c([N+](=O)[O-])c1 (centres undefined),-1%,-2%,5.6µM*,5%,-12%,?,-10%[46 µM]
CC(C)c1cccc(C(C)C)c1NC(=O)COC(=O)c1ccc2c(c1)S(=O)(=O)c1ccccc1C2=O,5%,-1%,2%,-6%,-3%[10 µM],1%,-7%
CNC(=O)/C(C#N)=C\c1ccc(CNS(=O)(=O)c2ccc(Cl)cc2)o1,-10%[9.22 µM],1%,11%,3%,-21%[10 µM],0%,·
CCOC(=O)c1coc(CNC(=O)c2c(C)oc3c2CCCC3)c1,-4%,-1%,-13%,-1%[38.3 µM],-8%[10 µM],2%,8%
O=C(CSCC(=O)N1CCCCC1)OCC(=O)c1c[nH]c2ccccc12,18%,-1%,17%,27%[38.3 µM],-21%,4%,-4%
CC1(OC(=O)C2CCCC2)C(=O)C=C2C=C(c3ccsc3)N(CCN3CCOCC3)C=C2C1=O (centres undefined),20%[9.22 µM],-6%[7.66 µM],0%[9.22 µM],8%,-14%&10%[10 µM],7%[13.1 µM],?
CC(NS(=O)(=O)c1ccc(Cl)cc1)C(c1cccs1)N1CCN(C)CC1 (centres undefined),6%,0%,21%,16%,16%[10 µM],1%,-3%
C#CCn1c(=NC(=O)c2ccc(Br)s2)sc2cccc(OC)c21,-20%,-2%,?,-26%[38.3 µM],7%[10 µM],6%,13%
O=C(c1ccco1)N1CCN(C(=O)c2cnn3c2NC(c2cccs2)CC3C(F)(F)F)CC1 (centres undefined),-24%,-3%,-1%,15%[38.3 µM],-24%[0.074 µM],1%,2%
CCN(CC(=O)NC1CCCC1)S(=O)(=O)c1ccc(C)cc1,-20%,-3%,?,20%[38.3 µM],5%,10%,-3%
COc1ccc(-c2nc3cnc(N4CCOCC4)nc3n(Cc3cccc(OC)c3)c2=O)cc1,·,·,·,16%,15%,·,24%
COc1ccc(OC)c(NC(=O)C(=O)NCCC2=CCCCC2)c1,-3%,-3%,-12%,4%,-10%[0.074 µM],13%,6%
O=C(Nc1ccccc1Cc1ccccc1)c1ccccc1NS(=O)(=O)c1ccc(Cl)s1,2.5µM*,-2%,-73%[inhibitor],4%,·,2%,?
Cc1cc(C(=O)NCc2ccc(Cl)cc2)n(-c2ccccc2)n1,-6%[9.22 µM],·,·,·,-10%[10 µM],4%,·
CCCC(=O)n1nc(-c2ccccc2)nc1N,-4%,-2%,29%,2%,13%[10 µM],6%,-6%
Cc1cc2cc(CNC(=O)c3cccs3)ccc2n1C,4%,-18%,-4%,-12%,·,?,-2%
COc1ccccc1NC(=O)c1ccccc1-c1nc(-c2ccccc2OC)no1,?,-8%,18%,26%[38.3 µM],-8%[10 µM],6%,-12%
CCn1c(O)c(/C=N/N=C2CCCCC2)c2cc(C3=NNC(=O)CC3)ccc21,3%[9.22 µM],·,·,·,-5%[10 µM],-8%,·
CN(c1ccc(C(=O)Nc2ccccc2Sc2ccccc2)cc1)S(C)(=O)=O,-7%,0%,-10%,5%[38.3 µM],-19%,-2%,-10%
COC(=O)c1sc2nc3c(cc2c1N)C(=O)CC(C)(C)C3,15%[9.22 µM],-5%,-16%,-9%[38.3 µM],-9%[10 µM],-1%,4%
C[C@H]1C[C@@H]2[C@H]([C@@H](O)C[C@@]3(C)[C@H]2CC[C@]3(O)C(=O)CO)[C@@]2(C)C=CC(=O)C=C12,-8%,1%,-18%,-7%,·,17%,2%
Nc1ccc2oc(-c3cc(Br)ccc3Cl)nc2c1,6%,-6%,12%,-25%[38.3 µM],-18%,28%,9%
C=CCC1CCCCC12NC(=O)N(c1ccccc1)N2 (centres undefined),14%[9.22 µM],·,·,·,12%[10 µM],0%,·
CC(=O)c1ccc(-c2ccc(C(=O)NC3CCCCCC3)o2)cc1,-15%,-3%,-28%,16%,16%[10 µM],0%,?
O=c1cc(O)c2c(=O)[nH]c(=O)n(-c3ccccc3)c2[nH]1,10%,1%,8%,-1%[38.3 µM],-28%,-1%,6%
C/C(=N\NC(=O)c1c(C)nc2ccccn12)c1ccc(N2CCOCC2)cc1,-2%,0%,6%,2%,-34%,1%,·
CN(Cc1nc(-c2ccccn2)no1)S(=O)(=O)c1ccc(Br)cc1,?,0%,-19%,14%[38.3 µM],4%[0.074 µM],8%,-3%
O=C(Nc1ccc2c(c1)OCO2)c1ccc(N2C(=O)c3ccccc3C2=O)cc1,-9%,4%,0%,2%,-9%[10 µM],-6%,-4%
COc1ccc(OCc2ccc(C(=O)O)cc2)cc1,-7%,1%,5µM*,17%[38.3 µM],-28%[10 µM],6%,7%
CCC(C(=O)OC)n1cnc2c(nnn2-c2cccc(Cl)c2)c1=O (centres undefined),?,15%,7%,17%[38.3 µM],9%,7%,12%
CCCCC(=O)Nc1cc([N+](=O)[O-])ccc1F,-7%[9.22 µM],0%,·,-2%,-4%[10 µM],1%,·
Cc1ccc(C(=O)N/N=C\c2cc(Br)c(Br)o2)cn1,14%[9.22 µM],·,·,·,9%[10 µM],-16%,·
COc1cc2c(cc1OC)CN(C(=O)c1ccc(Br)o1)CC2,4%[9.22 µM],·,·,·,11%[10 µM],1%,·
CC1CCC(NCC(=O)Nc2cccc(S(N)(=O)=O)c2)CC1 (centres undefined),-5%,1%,8%,8%,-10%,7%,-12%[46 µM]
Cc1cc2ccc3ccccc3c2cc1CN(C)C,0%[9.22 µM],·,·,·,-8%[10 µM],-7%,·
CC1=CC(C)(C)NC(=S)N1c1ccccc1,-2%[9.22 µM],6%,-28%,20%[38.3 µM],-2%,-1%,-4%
Cc1ccc(N2C(=O)c3ccccc3C2O)nc1 (centres undefined),24%,4.5µM*,0.56µM*,7%,-30%[10 µM],8%,-5%
CCOc1cc(C2NC(=O)NC(C)=C2C(=O)OCc2ccccc2)ccc1O (centres undefined),12%,-4%,1%,6%[38.3 µM],-9%,2%,-2%
COC(C[C@@H]1O[C@@H]1C(=O)COCc1ccccc1)OC,37%[9.22 µM],·,·,·,14%[10 µM],24%,·
O=C(Nc1c(F)cc(F)cc1Br)c1ccco1,12%,5%,8%,-7%,-9%[0.074 µM],3%,-3%
O=C1c2ccccc2C(=O)C1(O)O,·,·,6%,2%,20%,20%[21.7 µM],·
Cc1ccc(/C=C/C2=NN(C)C(=O)CC2)cc1,2%,?,11µM*,12%,-137%[inhibitor],1%,-3%[46 µM]
CCOC(=O)N1CCC(NC(=O)Cn2ncc3c2-c2cc(C)ccc2OC3)CC1,10%,-1%,0%,-7%[38.3 µM],2%,-2%,-2%
CC(=O)c1ccccc1NCC(=O)Nc1ccc(C)cc1,14%,-4%,23%,5%,-10%,-3%,·
COCc1cc(C)nc(OCC(=O)N/N=C/c2ccccc2O)c1C#N,11µM*,-1%,-9%,-2%,-102%[inhibitor],-4%,?
CCCCc1ccc(S(=O)(=O)Nc2ccc(C)c(NS(C)(=O)=O)c2)cc1,28%[9.22 µM],·,·,·,10%[10 µM],9%,·
CCOc1ccc(S(=O)(=O)NN=C2CCN(C(C)=O)CC2)cc1,-6%,·,·,-13%,-14%,5%,·
CCCOc1nc(C)cc(COC)c1C(N)=O,-17%,2%,2%,2%,-12%,5%,·
CCCOc1ccc(CCN2CCC(=O)NC2=O)cc1C,10%,-6%,-20%,3%[38.3 µM],-10%,-5%,3%
CC(C)NC(=S)NNC(=O)C12CC3CC(CC(C3)C1)C2,-1%,4%,-11%,41%[activator][38.3 µM],13%,-1%,-11%
O=C(O)c1ccc(CNCc2ccccc2)cc1,·,0%[7.66 µM],-3%[9.22 µM],-3%,-7%[10 µM],·,·
S=c1nc(-c2ccccc2)[nH]n1-c1ccccc1,3%,2%,-5%,-21%[38.3 µM],-15%,4%,12%
COc1ccc(NC(=O)Nc2ccc3c(c2)CCC3)c(OC)c1,9%,3%,-7%,6%,4%,13%,·
CN(Cc1ccccc1)C(=O)c1ccccc1NC(=O)c1ccco1,-2%,0%,-4%,-5%,4%[10 µM],-3%,-8%
CCOC(=O)c1ccc(NCn2c(=O)oc3ccccc32)cc1,13%,-4%,?,4%[38.3 µM],-1%,4%,8%
CC1(C(=O)O)CCC(C(=O)Nc2ccccc2O)C1(C)C (centres undefined),-11%,-2%,8%,-16%[38.3 µM],6%[10 µM],2%,7%
COc1ccc(NC(=S)NCC2CCN(c3ccc(OC)cc3)C2)cc1 (centres undefined),2%,-2%,1%[1.84 µM],19%,-9%[10 µM],4%,?
Cc1ccc(C)c(C(=O)CC2(O)C(=O)N(C)c3ccccc32)c1 (centres undefined),1%[9.22 µM],3%,0%,-14%[38.3 µM],18%,-1%,8%
COc1cccc(N2CCN(C(=O)C3CCN(S(=O)(=O)c4cccs4)CC3)CC2)c1,-10%,1%,-47%[inhibitor],-4%,-15%,6%,4%[46 µM]
Cc1ccc(C(=O)N/N=C(\CC(C)C)c2ccccc2)cc1,-2%,-1%,-40%[inhibitor],3%,-29%[10 µM],0%,2%

# Entries shown so far that have an NH in an aromatic ring, in the order listed:
SMILES,HttQ103 aggreg,Luc counter,SMN2 splice enh,IMPase Li inh,HTT cytoprotect,CBFb-RUNX1 inh,LMNA splice mod
O=C(CSCC(=O)N1CCCCC1)OCC(=O)c1c[nH]c2ccccc12,18%,-1%,17%,27%[38.3 µM],-21%,4%,-4%
O=c1cc(O)c2c(=O)[nH]c(=O)n(-c3ccccc3)c2[nH]1,10%,1%,8%,-1%[38.3 µM],-28%,-1%,6%
S=c1nc(-c2ccccc2)[nH]n1-c1ccccc1,3%,2%,-5%,-21%[38.3 µM],-15%,4%,12%

# Bioassay records as filed in PubChem BioAssay.
